From PubChem BioAssay
FadD28 binding: inhibitors of Mycobacterium tuberculosis FadD28 bisubstrate binding | FadD28 bisubstrate probe binding, fluorescence polarization | inhibition, % at 12.5 µM | actives 0.22% (n = 360,000) | AID 588549; in the data active means inhibition above about 8.5%, passing the limit was not always enough; inconclusive means no clear call, values can overlap the other calls
Rv3671c inh: inhibitors of M. tuberculosis serine protease Rv3671c; actives 0.048% (n = 320,000); inhibition, % at 5.96 µM; P9WHR9; in the data active means inhibition above about 38%;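 further: extracellular domain of Rv3671c used as enzyme; 0% = enzyme with DMSO and 100% = no enzyme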
BioA inh: inhibitors of Mycobacterium tuberculosis BioA enzyme; purified M. tuberculosis BioA enzyme, plate reader; inhibition, % at 9.99 µM; actives 0.096% (n = 360,000); AID 602481; in the data active means inhibition above about 40%; inconclusive means no clear call, values can overlap the other calls
MazF activator: MazEF (E. coli) toxin RNase activation; P0AE70; FAM/BHQ RNA-DNA oligo cleavage fluorescence, 5 h; activation, % at 20 µM; actives 0.32% (n = 350,000); in the data active means activation above about 50%
Target sequence (P0AE70 whole entry, looked up): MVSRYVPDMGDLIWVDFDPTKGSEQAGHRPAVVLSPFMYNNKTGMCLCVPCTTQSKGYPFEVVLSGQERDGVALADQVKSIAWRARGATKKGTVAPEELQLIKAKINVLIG
UGM FP inh: inhibitors of M. tuberculosis UDP-galactopyranose mutase. P9WIQ1. purified UGM, fluorescence polarization probe displacement. inhibition, % at 10 µM. actives 0.06% (n = 320,000). AID 504406; in the data active means inhibition above about 10%, passing the limit was not always enough; inconclusive means no clear call, values can overlap the other calls
Target sequence (P9WIQ1 whole entry, looked up): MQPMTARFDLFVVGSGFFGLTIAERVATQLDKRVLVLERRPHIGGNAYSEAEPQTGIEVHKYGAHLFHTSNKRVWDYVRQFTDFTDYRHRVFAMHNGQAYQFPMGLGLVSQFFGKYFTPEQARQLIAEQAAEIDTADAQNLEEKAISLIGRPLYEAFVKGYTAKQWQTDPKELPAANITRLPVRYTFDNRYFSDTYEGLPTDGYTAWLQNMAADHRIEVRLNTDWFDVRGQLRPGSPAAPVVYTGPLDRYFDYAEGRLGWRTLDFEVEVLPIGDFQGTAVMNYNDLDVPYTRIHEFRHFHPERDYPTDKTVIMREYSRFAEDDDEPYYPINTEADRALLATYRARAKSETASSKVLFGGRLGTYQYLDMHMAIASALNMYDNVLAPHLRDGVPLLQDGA
GDH-TPI counter: inhibits GDH-TPI coupling enzymes, artifact for Mtb FBA screen; GDH-TPI coupled enzyme counterscreen, NADH absorbance; inhibition, % at 4.8 µM; actives 1.2% (n = 360,000);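 further: 0% = DMSO wells and 100% = wells lacking the enzyme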
DUSP3 inh: DUSP3 (human) phosphatase inhibition | recombinant VHR phosphatase, pNPP absorbance | inhibition, % at 13.3 µM | actives 0.52% (n = 290,000); in the data active means inhibition above about 50%; further: some compounds called inactive have numbers as strong as hits
Target sequence (P51452 whole entry, looked up): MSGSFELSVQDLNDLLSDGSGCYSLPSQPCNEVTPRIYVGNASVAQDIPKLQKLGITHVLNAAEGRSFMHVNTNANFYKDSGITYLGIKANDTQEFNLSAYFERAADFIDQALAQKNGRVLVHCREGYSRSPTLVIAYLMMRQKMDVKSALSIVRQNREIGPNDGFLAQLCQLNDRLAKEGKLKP
FBA Mtb inh: inhibitors of M. tuberculosis fructose-bisphosphate aldolase; P9WQA3; purified M. tuberculosis FBA, fluorescence read-out; inhibition, % at 1 µM; actives 2.3% (n = 360,000); AID 588726; in the data active means inhibition above about 27%;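 further: 0% = vehicle and 100% = reference inhibitor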
Target sequence (P9WQA3 whole entry, looked up): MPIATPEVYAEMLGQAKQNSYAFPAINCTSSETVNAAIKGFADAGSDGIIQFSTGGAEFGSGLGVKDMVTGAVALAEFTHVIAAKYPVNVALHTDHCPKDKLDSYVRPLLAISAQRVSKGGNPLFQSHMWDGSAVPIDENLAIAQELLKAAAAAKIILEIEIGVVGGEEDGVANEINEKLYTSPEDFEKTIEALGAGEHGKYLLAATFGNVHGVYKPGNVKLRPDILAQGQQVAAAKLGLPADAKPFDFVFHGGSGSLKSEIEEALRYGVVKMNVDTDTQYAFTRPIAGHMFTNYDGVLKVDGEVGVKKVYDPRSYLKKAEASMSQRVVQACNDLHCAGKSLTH
CCHFV vOTU inh: blocks the CCHF virus ovarian tumor domain protease; CCHFV vOTU protease, Pep-AMC fluorescence; inhibition, % at 11.5 µM; actives 0.55% (n = 370,000); further: 0% = vehicle wells with enzyme and 100% = no enzyme wells
BoNT F protease: inhibitors of Botulinum neurotoxin F light chain protease. inhibition, % at 10 µM. Multiplex microsphere protease cleavage assay, flow cytometry. AID 588497. actives 0.22% (n = 360,000); in the data active means inhibition above about 35%, passing the limit was not always enough; inconclusive means no clear call, values can overlap the other calls; further: plate controls were buffer without enzyme for full effect and enzyme alone for no effect
The depositor's hits bear a star; ? = inconclusive; · = not tested or not shown. Unless noted, no stated cut-off is given here; in the data, active means inhibition above about 30%; inactive means the rest.

SMILES | FadD28 binding | Rv3671c inh | BioA inh | MazF activator | UGM FP inh | GDH-TPI counter | DUSP3 inh | FBA Mtb inh | CCHFV vOTU inh | BoNT F protease
Cc1cc(-c2ccccc2)c2nncn2n1 | -0.9 | -5 | -0.6 | 7 | 0.4 | -3 | 7 | 45* | -16 | 6
CC(Sc1nnc(NC2CC2)s1)C(=O)Nc1ccc(S(N)(=O)=O)cc1 (configuration not stated) | -2.3 | 4 | -1.4 | -3 | 0.0 | 11 | · | -1 | -5 | -9
COC(=O)CN(c1ccc(F)cc1)S(=O)(=O)c1ccc2c(c1)OCCO2 | 0.2 | -5 | · | 4 | 0.8 | 11 | -19 | -2 | -11 | 6
CCCCn1c(O)c(C(C)=NCC2CCCO2)c(=O)[nH]c1=O (configuration not stated) | -2.5 | 0 | -0.1 | -14 | 1.3 | 2 | 47 | 1 | -7 | 4
c1ccc(CCNc2nc(-c3ccncc3)nc3ccccc23)cc1 | -1.5 | -24 | -0.9 | -2 | -2.2 | 4 | 42 | 1 | 1 | ·
CSc1ccc(CCNC(=O)CN2C(=O)CCSc3ccccc32)cc1 | -3.0 | 6 | -0.9 | 7 | 2.6 | 1 | 2 | 1 | 6 | -29
CCCc1nc2ccccc2c(C(=O)OCC(=O)Nc2c(C)n(C)n(-c3ccccc3)c2=O)c1CC | -3.9 | 5 | -1.7 | -5 | 1.9 | -2 | 10 | 1 | -10 | 0
O=C(Nc1ccc2nc(N3CCOCC3)sc2c1)c1ccccc1 | -2.8 | 2 | -0.8 | 4 | -2.2 | 11 | · | 0 | -3 | -6
CCOC(=O)C1=C(C)OC(N)=C(C#N)C1c1ccoc1 (configuration not stated) | -0.1 | 3 | -0.8 | 1 | 1.3 | 8 | -8 | 1 | -7 | -4
C=C1C[C@H](O[C@@H]2O[C@H](CO)[C@@H](O)[C@H](O)[C@H]2O)[C@@H]2[C@H](OC(=O)[C@H]2C)[C@H]2[C@H](C)[C@H](O)C[C@@H]12 | -1.0 | -4 | -1.8 | 9 | 0.0 | 3 | · | 2 | -10 | 5
Cc1nc2cc(NS(=O)(=O)c3cccc4cccnc34)ccc2s1 | -5.4 | -5 | 0.6 | -3 | 0.8 | 0 | 14 | 2 | -11 | -1
CCNC(=S)N(Cc1cc2c(C)ccc(C)c2[nH]c1=O)C1CCCC1 | -0.8 | 9 | · | -9 | -5.0 | 0 | 9 | 1 | -4 | -8
CN(C)/C=C/C(=O)c1ccncc1 | -1.7 | -3 | -1.1 | 9 | 1.3 | 23 | -15 | -1 | 4 | -3
Cc1ccc(NC(=O)CSc2ncn[nH]2)c([N+](=O)[O-])c1 | -1.5 | 1 | -0.6 | 2 | 2.1 | 5 | · | -1 | 1 | -3
CCCCN1CC(=O)N2[C@@H]3c4cc(Br)ccc4OC[C@@H]3[C@H](C(=O)OCC)[C@]2(C)C1=O | -2.5 | · | -4.0 | 62* | · | 10 | · | 2 | · | 6
CC(C)Cc1nnc(NC(=O)CCC(=O)N2CCN(c3ccccc3)CC2)s1 | 3.2 | 1 | -1.5 | -30 | -2.0 | 14 | 20 | 3 | 12 | -4
Cc1ccc(/C=N/NC(=O)CSc2nc3ccccc3[nH]2)o1 | -3.5 | 1 | 1.3 | -10 | 0.5 | 5 | -20 | -2 | 11 | 7
O=C(CNS(=O)(=O)c1ccc2ccccc2c1)OCc1nnc(-c2ccccc2)o1 | 0.3 | -3 | 0.8 | 0 | -0.9 | -3 | 10 | -2 | 7 | -25
CC1CCC/C(=C\Nc2ccc(C(=O)O)c(O)c2)C1=O (configuration not stated) | 4.3 | 4 | · | -2 | -1.5 | 4 | 2 | 1 | 1 | -6
O=C(NC1CCCCC1)N1C[C@H]2C[C@@H](C1)c1cccc(=O)n1C2 | -1.7 | -11 | -1.3 | 15 | -0.1 | 4 | 12 | 5 | 6 | -29
CCO/C=C1/C(=O)N(C(C)=O)c2ccccc21 | -0.5 | 5 | -0.6 | -2 | -2.1 | 15 | 9 | 1 | -11 | -3
Cc1ccccc1-n1c(O)c(C=NCCN2CCOCC2)c(=O)[nH]c1=O | -1.3 | -6 | -0.8 | 3 | 1.7 | 10 | 6 | 0 | -6 | 1
CCOC(=O)c1sc(=S)n(-c2ccccc2)c1N | -2.6 | 11 | -1.3 | -1 | -0.8 | 34* | 18 | -3 | 13 | 5
CCc1nnc(SCC(=O)Nc2nc(C)c(C(=O)N(C)C)s2)n1CC | -3.3 | -8 | 2.4 | 3 | 1.4 | 8 | 18 | -2 | -4 | -2
COc1ccc(Cl)cc1CN1C(=O)C(Cc2ccccc2)ON=C1C (configuration not stated) | -0.3 | · | -3.2 | · | · | 13 | · | 2 | 10 | -4
COCCSc1ccccc1C(=O)N1CCOCC1 | 0.5 | -1 | -0.4 | 8 | -3.5 | 15 | -2 | 1 | -11 | 5
Cc1nc2sc(C(N)=O)c(N)c2c2c1CCCC2 | -5.3 | -8 | · | 2 | 2.6 | 7 | 25 | 4 | -24 | ?
N#Cc1ccccc1S(=O)(=O)N1CCN(C(=O)c2cc3c(s2)CCC3)CC1 | -2.8 | · | -2.1 | -5 | · | 0 | · | -1 | -12 | 7
COc1cccc(CNC(=O)C2CCCN(c3nc4ccccc4o3)C2)c1 (configuration not stated) | 1.2 | -4 | -1.1 | -5 | 1.0 | 6 | 26 | 5 | -11 | 3
CSc1nn(-c2ccc(C(=O)OCC(=O)NC(=O)NC(C)C)cc2)c(=S)s1 | -0.9 | 2 | · | 7 | 1.8 | 21 | -4 | 1 | 8 | -4
O=C1NCCCc2nonc21 | -1.0 | 15 | -1.6 | 4 | -1.3 | 7 | 0 | -1 | 1 | 4
CCCCC(O)CN1CCC(c2ccccc2)CC1 (configuration not stated) | -2.6 | 0 | 1.8 | 0 | -1.3 | 0 | -16 | -4 | 2 | -1
COc1ccc(C2(C(=O)NCc3ccco3)CCCC2)cc1OC | -0.2 | 7 | 1.8 | 0 | 4.9 | 10 | 3 | -4 | -5 | -14
O=C(CSc1ccccc1)NC1CC1 | -2.7 | · | -1.3 | 3 | · | -6 | · | 0 | -13 | -7
Cc1nnc(NC(=O)c2cccc(S(=O)(=O)N3CCN(C)CC3)c2)s1 | 0.0 | 5 | -0.5 | -3 | 4.2 | 13 | · | 2 | 8 | ?
CCCc1nn(C(=O)c2ccccc2)c2c1C(=O)CC(C)(C)C2 | -2.5 | 5 | -1.4 | 8 | 1.1 | 10 | 19 | 1 | 1 | 6
CN(c1ccccc1C(=O)O)S(=O)(=O)c1ccc2c3c(cccc13)C(=O)N2 | 1.9 | 6 | · | 0 | -1.0 | 1 | 31 | 4 | 15 | -13
COc1ccc2c3c1OC1C(O)C=CC4C(C2)[N+](C)(C)CCC341 (configuration not stated) | -1.3 | -6 | 0.5 | -8 | 2.0 | -5 | 31 | -2 | -14 | -8
COCc1nc2ccccc2n1CCOc1ccccc1OC | -2.1 | -10 | 0.8 | 0 | 2.5 | -2 | 2 | 3 | -13 | -10
COc1ccc(NC(=O)N2CCc3ccccc32)cc1 | -1.9 | -1 | 2.0 | 4 | -0.5 | 0 | 31 | 0 | 14 | -2
COC(=O)c1nn(-c2ccc(OC)cc2)ccc1=O | -0.4 | -9 | · | -1 | 2.5 | 6 | -6 | 4 | -9 | -3
COc1cc(C(=O)NCCC(=O)NCCCN2CCCCC2)cc(OC)c1OC | -0.1 | -6 | -1.3 | 5 | 2.8 | -1 | -4 | 4 | -6 | -6
CSc1ccccc1CNC(=O)C1(C)CCCN1CC(C)C (configuration not stated) | -1.6 | · | 1.2 | · | · | 2 | · | 0 | 4 | 6
CCOc1ccccc1NC1=CC(=O)CC(c2ccccc2)C1 (configuration not stated) | -2.3 | 4 | -0.5 | 0 | 1.0 | -7 | 19 | 2 | 14 | 4
Cc1ccc(N(CC(=O)NC2CCCC2)C(=O)CCC(=O)Nc2nccs2)c(C)c1 | -0.6 | -7 | 3.2 | -1 | 0.3 | 2 | -11 | 1 | 4 | 7
O=C(NCCCN1CCC(Cc2ccccc2)CC1)C1CCN(S(=O)(=O)N2CCOCC2)CC1 | 0.3 | · | -1.2 | 0 | · | 2 | 37 | -1 | 0 | -2
CCc1nc(C#N)c(N2CCOCC2)o1 | -0.5 | -2 | -1.2 | -1 | -2.6 | -1 | 1 | 6 | 5 | -4
CN1CCN(CC#CC(C)(O)C2CC3C=CC2C3)CC1 (configuration not stated) | 0.1 | 3 | 7.0 | 2 | -1.8 | -2 | 1 | -1 | -5 | -12
CCOC(=O)c1nn(-c2ccccc2C)c2nc(Nc3ccccc3)cc(=O)n12 | -0.6 | 5 | · | 3 | -0.4 | 8 | -2 | 1 | -2 | -9
CCOC(=O)c1cccc(NC(=O)CSc2nnc(CNc3ccc(C)cc3)n2CC)c1 | -2.0 | 0 | 26 | -7 | -2.4 | 6 | 24 | 2 | 5 | 2
The results go on.
SMILES | FadD28 binding | Rv3671c inh | BioA inh | MazF activator | UGM FP inh | GDH-TPI counter | DUSP3 inh | FBA Mtb inh | CCHFV vOTU inh | BoNT F protease
CCOC(=O)Cc1nnc(-c2ccccc2)o1 | 0.5 | 1 | -4.0 | -4 | 4.7 | 2 | 2 | 5 | -5 | -5
NC(=O)CSc1oc(-c2ccco2)nc1S(=O)(=O)c1ccc(Br)cc1 | -3.2 | -4 | 1.2 | 13 | 1.2 | -1 | -3 | 2 | · | -8
Cc1cccnc1NC(=O)c1ccco1 | -4.1 | · | -1.1 | -3 | · | -5 | · | -5 | -9 | -6
CCOC(=O)c1c(C)[nH]c(C2=NNC(=NC3CC3)SC2)c1C | 2.3 | 7 | · | 7 | -3.5 | 7 | -21 | 2 | · | -4
Cc1ccc(S(=O)(=O)N2CCC(=O)N(C(COCc3ccc(Cl)c(Cl)c3)Cc3ccccc3)CC2)cc1 (configuration not stated) | · | -9 | · | -6 | -0.2 | · | -4 | · | · | ·
Cc1cccc(NC(=O)CCC(=O)N/N=C/c2cccnc2)c1 | -0.2 | -1 | 2.6 | 8 | 3.3 | 1 | 1 | -2 | 8 | 4
O=C(CCCN1C(=O)c2ccccc2C1=O)NCCC1=CCCCC1 | -1.2 | 1 | · | 2 | 2.6 | -1 | -18 | -3 | -11 | 3
O=C(Nc1ccccc1[N+](=O)[O-])c1cccnc1Cl | -1.8 | 5 | 2.2 | 6 | 0.2 | 7 | -2 | 1 | -5 | 11
Cc1[nH]c2c(Cl)cccc2c1CCNC(=O)C1CCCCC1C(=O)OCC(F)(F)F (configuration not stated) | -0.7 | -5 | 0.8 | 2 | · | 5 | -9 | 2 | 4 | -8
CCOc1ccccc1C1c2cc3c(cc2OC(C)(N2CCCC2)C1C)OCO3 (configuration not stated) | -3.4 | 7 | · | -15 | 1.3 | 9 | · | -1 | -2 | -3
Nc1nc(NC(=O)c2ccccc2)nn1-c1ccccc1 | -3.5 | 1 | 0.2 | 0 | -0.2 | -3 | 3 | 1 | 1 | -2
CC(C)C(NC(=O)OCc1ccccc1)C(=O)OCC(=O)NC1CC1 (configuration not stated) | -0.2 | -12 | 0.2 | 6 | -3.3 | -6 | 7 | -1 | -2 | -3
O=C(NCc1ccc(OC(F)(F)F)cc1)C1CCC(=O)N(C2CC2)C1 (configuration not stated) | 0.1 | · | -0.3 | -1 | · | 8 | 13 | 1 | 8 | -4

2 entries from above in a different format:
CC(C)C(NC(=O)OCc1ccccc1)C(=O)OCC(=O)NC1CC1 (configuration not stated)
  FadD28 binding: -0.2 | Rv3671c inh: -12 | BioA inh: 0.2 | MazF activator: 6 | UGM FP inh: -3.3 | GDH-TPI counter: -6 | DUSP3 inh: 7 | FBA Mtb inh: -1 | CCHFV vOTU inh: -2 | BoNT F protease: -3

Cc1ccc(S(=O)(=O)N2CCC(=O)N(C(COCc3ccc(Cl)c(Cl)c3)Cc3ccccc3)CC2)cc1 (configuration not stated)
  FadD28 binding: · | Rv3671c inh: -9 | BioA inh: · | MazF activator: -6 | UGM FP inh: -0.2 | GDH-TPI counter: · | DUSP3 inh: -4 | FBA Mtb inh: · | CCHFV vOTU inh: · | BoNT F protease: ·
